# CHX counter: Cycloheximide Counterscreen for Small Molecule Inhibitors of Shiga Toxin. cell reporter, cycloheximide protein synthesis inhibition counterscreen. max response, %. actives 12% (n = 300,000). AID 2314, 2010; in the data active = max response mostly above about 13%, no sharp cut-off; inactive = mostly below about 14%; also: read at 38.3 µM for the half of the compounds with a filed dose; 0% is about no effect
# FBPA Giardia inh: qHTS Assay for Inhibitors of Fructose-1,6-bisphosphate Aldolase from Giardia Lamblia; AID 2451, 2010; A8B2U2; Potency, µM (titrated, usually from 59.6 µM), without a hit: at the highest dose activity, negative = inhibition, usual class: inhibitors; purified Giardia FBPA; actives 0.71% (n = 290,000); also: potency is read from the fitted curve at half-maximal effect; % is scaled to controls: 0 for no effect and ±100 for the full control effect; nearly all actives have a fitted effect of over 55% in size
# Target sequence (A8B2U2 whole entry, looked up): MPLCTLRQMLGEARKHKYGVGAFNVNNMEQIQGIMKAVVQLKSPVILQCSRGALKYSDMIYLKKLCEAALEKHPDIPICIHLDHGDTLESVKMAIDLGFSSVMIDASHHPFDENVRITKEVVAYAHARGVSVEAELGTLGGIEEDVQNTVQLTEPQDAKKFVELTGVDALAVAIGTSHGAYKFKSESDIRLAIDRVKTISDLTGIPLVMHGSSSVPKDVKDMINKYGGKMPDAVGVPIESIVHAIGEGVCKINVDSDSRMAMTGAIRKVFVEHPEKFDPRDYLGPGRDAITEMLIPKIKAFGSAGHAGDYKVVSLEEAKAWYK
#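 Giardia FBPA (40 nM reagent) was preincubated 10 min at RT with compound (up to 57.5 uM final), then substrate plus GAPDH/TPI/NAD/arsenate coupling system with diaphorase/resazurin was added; resorufin fluorescence (525/598 nm) was read after 20 min.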
# Pf growth 48h: Primary qHTS for delayed death inhibitors of the malarial parasite plastid, 48 hour incubation | P. falciparum luciferase growth in erythrocytes, 48 h | Potency, µM (series often up to 28.7 µM), for the others: at the highest dose activity change, negative = inhibition, most hits filed as inhibitors | actives 5.9% (n = 310,000) | AID 504832, 2011; also: potency is read from the fitted curve at half-maximal effect; % is scaled to controls: 0 for no effect and ±100 for the full control effect
#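 Read-out is firefly luciferase luminescence from an integrated reporter in P. falciparum, so falling signal marks reduced parasite growth. Infected erythrocytes were at 2% hematocrit and 0.1% parasitemia (final) in Albumax-supplemented RPMI 1640.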
# Pf growth 96h: Primary qHTS for delayed death inhibitors of the malarial parasite plastid, 96 hour incubation; P. falciparum luciferase reporter growth, 96 h; AID 504834, 2011; actives 6.9% (n = 320,000); Potency, µM (doses to about 28.7 µM), inactives show at the top dose activity change, negative = inhibition, most hits filed as inhibitors; also: potency is read from the fitted curve at half-maximal effect; % is scaled to controls: 0 for no effect and ±100 for the full control effect
#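 P. falciparum expressing integrated firefly luciferase, in erythrocytes at 2% hematocrit, 0.05% parasitemia, incubated with compounds 96 h at 37 C, 5% CO2. Growth inhibition read as loss of luminescence; two-generation exposure targets delayed-death apicoplast inhibitors.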
# Shiga inhibitor: A qHTS for Small Molecule Inhibitors of Shiga Toxin; AID 2315, 2010; actives 9.2% (n = 290,000); Vero cells, Shiga toxin protein synthesis inhibition reporter; inhibition, % at 38.7 µM; in the data active = inhibition mostly above about 28%, no sharp cut-off; inactive = mostly below about 43%; also: 0% is about no effect
# HCV inh: qHTS Assay for Inhibitors of Hepatitis C Virus (HCV). Potency, µM (titrated, usually from 41.8 µM), inactives show top-dose activity change, negative = inhibition, usual class: inhibitors. Huh7.5.1 HCVcc-Cre infection, luciferase reporter, 44 h. actives 3.4% (n = 340,000); also: potency is read from the fitted curve at half-maximal effect; % is scaled to controls: 0 for no effect and ±100 for the full control effect
#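 A cell-based infection assay in which seeded cells (1,000 per well) receive test compound after 4 h, are inoculated with HCVcc-Cre at approximately 0.5 moi, and are incubated 44 h before luminescence detection.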
# * marks the source's active call; other numbers are inactive results; ? = inconclusive; / = not tested or not shown; & = joins results of further samples; [ ] = another dose, or the depositor's remark. Unless noted, calls follow the shape of the dose curve; as a rule, active = well fitted curve in the direction sought with a large enough effect; inconclusive = small, poorly fitted or top-dose-only effect, or another doubt; inactive = no such curve, though single readings can be large; an effect the other way counts as inactive or inconclusive. No enrichment for hits; overall some 24% were active at least once.
# Short keys: A = CHX counter; B = FBPA Giardia inh; C = Pf growth 48h; D = Pf growth 96h; E = Shiga inhibitor; F = HCV inh
c1ccc(-c2oc3ncnc(N4CCOCC4)c3c2-c2ccccc2)cc1
  A = -3; B = 9%; C = -4%; D = -6%; E = -9; F = -11%
O=C(c1cc2cc(Cl)ccc2oc1=O)N1CCCCCCC1
  A = -3; B = 2%; C = -6%; D = ?; E = -4; F = 3%
Cc1cc(CN(C)Cc2ccc(OCC(O)CN(C)Cc3ccccc3)cc2)on1 (stereo not drawn)
  A = -2; B = 0%; C = -15%; D = ?; E = -8; F = -11%
CC1(C)CC(=O)c2cnc(NC3CC3)nc2C1
  A = -2; B = 0%; C = 7%; D = ?; E = 49; F = 28%
CN(C)c1nc(OCCOC(=O)COc2ccc(Cl)cc2Cl)nc(N(C)C)n1
  A = -2; B = 9%; C = 1%; D = -7%; E = 11; F = 20%
O=C(/C=C/c1ccccc1)/C=C/c1ccccc1
  A = 50*; B = -6%; C = -25%; D = ?; E = 134*; F = ?
O=C(CSc1nnc2ccc(-c3cccnc3)nn12)Nc1ccccc1F
  A = /; B = /; C = 17%; D = -13%; E = /; F = 15%
O=[N+]([O-])c1cc(O)c(O)c([N+](=O)[O-])c1
  A = /; B = 17%&-7%&14%; C = -17%; D = 14%; E = /; F = 21%
CCn1cc([N+](=O)[O-])nc1C
  A = -1; B = 4%; C = -2%; D = 16%; E = 15; F = 11%
CC1CCN(c2ccc(C(=O)NCc3ccco3)cc2[N+](=O)[O-])CC1
  A = 22*; B = -10%; C = 0.83µM*; D = 1.2µM*; E = 54*; F = ?
CC1CCCC(NC(=O)COC(=O)c2ccccc2Sc2ccccc2C#N)C1C (stereo not drawn)
  A = -1; B = -1%; C = 1%; D = 0%; E = -13; F = 1%
COc1ccc(/C=C2\SC(=S)N(CCC(=O)NC3C=CS(=O)(=O)C3)C2=O)cc1 (stereo not drawn)
  A = -4; B = 11%; C = ?; D = ?; E = 24; F = ?
COc1cc(C2NC(=O)C(C#N)=C(S)N2c2ccccc2)ccc1OC(C)C (stereo not drawn)
  A = -1; B = ?; C = -27%; D = ?; E = -5; F = 0%
O=C(CCN1C(=O)[C@@H]2Cc3ccccc3CN2C1=O)Nc1cccc(F)c1
  A = 2; B = /; C = -12%; D = -6%; E = 2; F = 4%
Cc1cccc(N2CCN(C(=O)Cc3ccc(Br)cc3)CC2)c1C
  A = 19; B = 9%; C = -12%; D = -5%; E = 66*; F = ?
CCOC(=O)C1=C2NC(=O)c3ccccc3N2C(=O)C1
  A = 4; B = -27%; C = 3%; D = 39%[activator]; E = -1; F = 7%
Cc1cc(C)c(C#N)c(SCC(=O)Nc2ccc(S(=O)(=O)Nc3ncccn3)cc2)n1
  A = -4; B = /; C = 12%; D = 73%[activator]; E = -13; F = 7%
Cc1ccc(S(=O)(=O)N2CCN(C(=S)NCCc3ccccc3)CC2)cc1
  A = 2; B = 3%; C = ?; D = 7.4µM*; E = 16; F = -12%
COCCN1Cc2cccc(C(=O)Nc3cc(OC)ccc3OC)c2C1=O
  A = -1; B = -2%; C = -10%; D = -17%; E = -14; F = 8%
CS(=O)(=O)N(Cc1ccccc1)c1ccc(C(=O)Nc2cccnc2)cc1
  A = -2; B = 7%; C = -5%; D = ?; E = -2; F = 8%
C=CCn1c(=O)c2ccccc2n2c(SCc3csc(-c4ccccc4)n3)nnc12
  A = -2; B = -5%; C = ?; D = -9%; E = 3; F = -4%
O=C1NC2(Nc3ccccc31)C(=O)Nc1ccccc12 (stereo not drawn)
  A = 24*; B = -7%; C = ?; D = 31%[activator]; E = 59*; F = -13%
N#Cc1sc2nc(N3CCCCC3)c3c(c2c1N)CCCC3
  A = -1; B = -8%; C = 5.2µM*; D = ?; E = -9; F = ?
Cc1ccc(C)c(C(=O)COC(=O)c2cc(Cl)nc3ccccc23)c1
  A = 10; B = 1%; C = -17%; D = 43%[activator]; E = 11; F = ?
O=C(COc1ccc2ccc(=O)oc2c1)Nc1ccc(CCO)cc1
  A = -2; B = -2%; C = 15%; D = -2%; E = 33; F = -11%
O=C(NCc1ccccn1)c1ccccc1OCc1ccc(F)cc1
  A = /; B = /; C = ?; D = 4%; E = /; F = -15%
O=C(OCC(=O)c1c[nH]c2ccccc12)c1cccc([N+](=O)[O-])c1
  A = /; B = /; C = 8.3µM*; D = 13µM*; E = /; F = 0%
CCOc1ccc(/C(CCC(=O)O)=N/NC(=S)NCCc2ccccc2)cc1
  A = 10; B = 3%; C = 6%; D = 32%[activator]; E = 62; F = -7%
COc1ccc(-c2cc(C(F)F)n3ncc(C(=O)Nc4cc(C)on4)c3n2)cc1
  A = 28*; B = -3%; C = 4.1µM*; D = 15%; E = 15; F = 0%
Cc1ccc(-n2c(C)cc(C(=O)CN3CCOCC3)c2C)cc1C
  A = 21; B = 0%; C = -10%; D = 13%; E = 32; F = -18%
CC(C)(C)N/N=C1\CC(c2ccccc2)Oc2ccccc21 (stereo not drawn)
  A = 10; B = 13%; C = ?; D = ?; E = 15; F = 14%
Cn1c(CCC(=O)Nc2ccccc2F)nnc1SCC(=O)Nc1ccccc1Cl
  A = 1; B = ?; C = -15%; D = -47%; E = 24; F = 1%
N#C/C(=C\c1ccc([N+](=O)[O-])cc1)c1ccccn1
  A = 29*; B = 2%; C = -17%; D = 1%; E = 49*; F = -22%
Cc1cccc(NC(=O)CSc2nnnn2-c2cccnc2)c1
  A = 1; B = 4%; C = 3%; D = 0%; E = -3; F = 7%
Cc1ccc(C(C(=O)NC2CCCCC2)N2CCN(C(=O)c3ccco3)CC2)cc1 (stereo not drawn)
  A = 0; B = 0%; C = 12µM*; D = -24%; E = 6; F = 4%
CCc1[nH]nc(C(=O)N2CCCC(Nc3ccc(C(C)C)cc3)C2)c1C (stereo not drawn)
  A = -3; B = /; C = 31%[activator]; D = 13%; E = -14; F = -7%
COc1ccccc1-n1c(O)c(C=Nc2c(C)n(C)n(-c3ccccc3)c2=O)c(=O)[nH]c1=O
  A = 15; B = 6%; C = 10%; D = ?; E = -4; F = 14%
CCCCN(C(=O)NC(=O)Nc1cccc(C)c1C)S(C)(=O)=O
  A = -4; B = -1%; C = 14%; D = ?; E = -17; F = 0%
O=S1CCCSC1c1cccnc1 (stereo not drawn)
  A = -2; B = 3%; C = 7%; D = /; E = -5; F = 10%
O=C(Oc1ccc(-c2ccccc2)cc1)C1C2CCCCC21 (stereo not drawn)
  A = 1; B = 9%; C = 12%; D = -2%; E = -7; F = 19%
CN(CCc1ccccc1)C1CCCN(S(=O)(=O)N(C)C)C1 (stereo not drawn)
  A = -1; B = 3%; C = 116%[activator]; D = ?; E = 2; F = 12%
Cc1ccccc1CN1CCN(Cc2ccccc2)CC1
  A = 1; B = 4%; C = 12%; D = 12%; E = 9; F = 1%
CCOC(=O)c1ccc(Oc2ccc(C(F)(F)F)cn2)cc1
  A = 29*; B = -4%; C = 3%; D = 63%[activator]; E = 61; F = 3%
CCc1ccccc1NC(=O)c1cc(-c2ccc(F)cc2)on1
  A = 21; B = 5%; C = 21%; D = 0%; E = 33; F = 4%
O=C(NCC1CCS(=O)(=O)C1)Oc1ccccc1 (stereo not drawn)
  A = -6; B = 2%; C = 10%; D = -27%; E = -9; F = 1%

# Gathered by group, those above with two or more sulfur atoms (5)
# Short keys: A = CHX counter; B = FBPA Giardia inh; C = Pf growth 48h; D = Pf growth 96h; E = Shiga inhibitor; F = HCV inh
COc1ccc(/C=C2\SC(=S)N(CCC(=O)NC3C=CS(=O)(=O)C3)C2=O)cc1 (stereo not drawn)
  A = -4; B = 11%; C = ?; D = ?; E = 24; F = ?
Cc1cc(C)c(C#N)c(SCC(=O)Nc2ccc(S(=O)(=O)Nc3ncccn3)cc2)n1
  A = -4; B = /; C = 12%; D = 73%[activator]; E = -13; F = 7%
Cc1ccc(S(=O)(=O)N2CCN(C(=S)NCCc3ccccc3)CC2)cc1
  A = 2; B = 3%; C = ?; D = 7.4µM*; E = 16; F = -12%
C=CCn1c(=O)c2ccccc2n2c(SCc3csc(-c4ccccc4)n3)nnc12
  A = -2; B = -5%; C = ?; D = -9%; E = 3; F = -4%
O=S1CCCSC1c1cccnc1 (stereo not drawn)
  A = -2; B = 3%; C = 7%; D = /; E = -5; F = 10%

# Next records.
# Short keys: A = CHX counter; B = FBPA Giardia inh; C = Pf growth 48h; D = Pf growth 96h; E = Shiga inhibitor; F = HCV inh
CCOC(=O)Cn1c(=NC(=O)c2nc3ccccc3s2)sc2cc(S(N)(=O)=O)ccc21
  A = 14; B = 5%; C = 11%; D = 12%; E = 18; F = ?
O=c1c2ccccc2nnn1Cc1ccc(Br)cc1
  A = 11; B = 1%; C = -17%; D = 3%; E = 26; F = -13%
O=S(=O)(N/N=C1/CCCc2ccccc21)c1ccc(Br)cc1
  A = -1; B = 0%; C = -14%; D = 2%; E = 2; F = 5%
N#Cc1c(N)nc2c(c1-c1ccc3c(c1)OCO3)CCCCCC2
  A = -3; B = 6%; C = ?; D = ?; E = -7; F = -1%
O=C(Nc1ccc(Br)cc1)c1cccc(S(=O)(=O)Nc2ccc(Br)cc2)c1
  A = -8; B = -7%; C = /; D = /; E = -4; F = /
CC1=CS(=O)(=O)CC1Sc1nc2ccccc2[nH]1 (stereo not drawn)
  A = 11; B = -11%; C = 8%; D = /; E = -16; F = 2%
Cc1ccc(S(=O)(=O)N(C)C)cc1-n1c(SCC(=O)Nc2ccc(F)cc2)nc2ccccc2c1=O
  A = 4; B = 1%; C = 9.3µM*; D = 9.3µM*; E = -1; F = ?
CC(c1ccco1)N(C(=O)c1ccc(C#N)cc1)c1ccccn1 (stereo not drawn)
  A = -4; B = 0%; C = 3%; D = /; E = -52; F = 15%
Cn1c(=O)c2c(ncn2CC(=O)N/N=C/C(Cl)=C/c2ccccc2)n(C)c1=O
  A = -1; B = 7%; C = 17%; D = 43%; E = -8; F = -3%
CCC(C)[C@H]1COCCS(=O)(=O)N1Cc1ccccc1 (stereo partly drawn)
  A = 7; B = -2%; C = 8%; D = -4%; E = 10; F = 1%
COc1ccc(C(=O)C2CC2c2ccc3c(c2)OCO3)cc1 (stereo not drawn)
  A = 9; B = -1%; C = 269%[activator]; D = -28%; E = 8; F = -2%
CC(C)COC(=O)c1ccc(NC(=O)C2C3C=CC(C3)C2C(=O)O)cc1 (stereo not drawn)
  A = 29*; B = 6%; C = 104%[activator]; D = -29%[5.75 µM]; E = 77*; F = 15%
O=C(/C=C/c1ccccc1)N/C(=C/c1ccccc1)C(=O)NCCO
  A = 8; B = 15%; C = 3%; D = ?; E = -18; F = 16%
CC1=C(C(=O)Nc2ccccc2)C(c2ccc(C(C)C)cc2)N2C(=O)CSC2=N1 (stereo not drawn)
  A = -4; B = 5%; C = /; D = -77%; E = 5; F = 1%
CCC(NC(=O)COC(=O)C1CC2CCCC(C1)C2=O)c1ccc(Br)cc1 (stereo not drawn)
  A = /; B = /; C = 0%; D = 17%; E = /; F = -17%
O=c1c2ccccc2nc(CSc2ncnc3nc[nH]c23)n1-c1ccc(Cl)c(Cl)c1
  A = -1; B = 1%; C = ?; D = 1%; E = 8; F = -8%
CCS(=O)(=O)Nc1cccc(C(=O)CC2(O)C(=O)Nc3ccccc32)c1 (stereo not drawn)
  A = -6; B = 8%; C = -14%; D = -8%; E = -6; F = -1%
CSc1nc2ccc(NC(=O)c3ccc(=O)[nH]c3)cc2s1
  A = 9; B = 11%; C = ?; D = ?; E = -6; F = 2%
